# WRN inhibitor – inhibitors of human WRN helicase; Q14191; WRN helicase unwinding, fluorescent forked duplex, kinetic; Potency, µM (series often up to 114 µM), for inactives: top-dose activity change, negative = inhibition, hits mostly inhibitors; 0.46% of 360,000 active; AID 651768; note: potency is the fitted concentration of half-maximal effect; % is set by controls: 0 for no effect and ±100 for the full control effect; nearly all actives have a fitted effect of over 55% in size
# Target sequence (Q14191 whole entry, looked up): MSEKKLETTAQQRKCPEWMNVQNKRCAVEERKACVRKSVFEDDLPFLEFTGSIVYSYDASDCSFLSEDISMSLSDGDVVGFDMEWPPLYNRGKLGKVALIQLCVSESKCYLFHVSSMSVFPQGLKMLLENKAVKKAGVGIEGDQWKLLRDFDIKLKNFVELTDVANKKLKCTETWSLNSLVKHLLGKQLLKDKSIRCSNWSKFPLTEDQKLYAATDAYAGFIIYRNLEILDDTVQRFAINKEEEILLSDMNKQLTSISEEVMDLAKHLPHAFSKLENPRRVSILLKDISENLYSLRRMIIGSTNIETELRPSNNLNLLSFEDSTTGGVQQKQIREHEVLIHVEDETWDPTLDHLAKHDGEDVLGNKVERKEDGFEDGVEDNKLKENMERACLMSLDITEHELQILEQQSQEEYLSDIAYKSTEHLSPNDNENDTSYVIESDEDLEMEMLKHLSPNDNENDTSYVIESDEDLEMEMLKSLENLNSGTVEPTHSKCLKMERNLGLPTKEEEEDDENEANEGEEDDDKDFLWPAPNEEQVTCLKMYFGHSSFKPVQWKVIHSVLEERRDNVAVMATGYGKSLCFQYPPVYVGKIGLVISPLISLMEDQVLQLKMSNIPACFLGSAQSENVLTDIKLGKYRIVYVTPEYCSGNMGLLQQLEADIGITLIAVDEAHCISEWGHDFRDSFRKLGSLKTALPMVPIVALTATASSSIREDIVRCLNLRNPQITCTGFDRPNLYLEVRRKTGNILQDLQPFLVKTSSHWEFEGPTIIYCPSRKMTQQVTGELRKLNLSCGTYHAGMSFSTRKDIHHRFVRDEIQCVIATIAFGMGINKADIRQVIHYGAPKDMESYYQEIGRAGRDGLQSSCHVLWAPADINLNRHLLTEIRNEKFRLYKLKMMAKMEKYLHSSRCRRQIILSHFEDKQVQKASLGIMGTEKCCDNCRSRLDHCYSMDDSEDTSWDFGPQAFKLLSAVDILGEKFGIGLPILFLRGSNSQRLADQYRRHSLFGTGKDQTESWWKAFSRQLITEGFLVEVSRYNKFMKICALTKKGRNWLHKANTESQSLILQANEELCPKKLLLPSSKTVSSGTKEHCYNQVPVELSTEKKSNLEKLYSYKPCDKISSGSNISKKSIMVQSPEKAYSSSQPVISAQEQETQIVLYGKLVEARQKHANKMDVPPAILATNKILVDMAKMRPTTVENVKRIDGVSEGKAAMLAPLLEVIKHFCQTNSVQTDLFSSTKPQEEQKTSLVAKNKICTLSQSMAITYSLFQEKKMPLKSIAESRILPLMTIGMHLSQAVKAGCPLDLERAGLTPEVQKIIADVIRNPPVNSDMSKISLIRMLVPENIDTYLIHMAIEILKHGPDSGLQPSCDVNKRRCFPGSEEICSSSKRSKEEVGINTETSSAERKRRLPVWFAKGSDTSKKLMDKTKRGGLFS
#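 Primary qHTS, 1536-well format. 20 nM WRN + compound, 15 min RT; start with 100 nM forked fluorophore/quencher duplex, 2 mM ATP (final); kinetic read ex 525/em 598 nm.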
# PI5P4Ka inh – PI5P4K alpha (human) kinase inhibition; P48426; PI5P4Kalpha enzyme, ADP-Glo luminescence, 60 min; hits give low values; max response, %; 1.2% of 330,000 active; active = max response of -50% or lower; inconclusive = between -30% and -50%; inactive = -30% or higher; note: value at the top dose of about 77 µM; % is set by controls: 0 for no effect and ±100 for the full control effect
#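 PI5P4Kalpha ADP-Glo assay; 5 microM ATP final; 60 min RT reaction; HEPES pH 7.4/EGTA/CHAPS, 5% DMSO; controls lacking substrate or enzyme; luminescent end-point.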
# CCT chaperon mod – modulators of cytosolic chaperonin (CCT/TRiC) activity; 0.3% of 360,000 active; purified chaperonin ATPase assay, HTRF ADP detection, 30 min; activity change, % (concentration not given with the values), hits read low; in the data active = activity change below about -30%; note: % is set by controls: 0 for no effect and ±100 for the full control effect
#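 First, chaperonin was dispensed at 40 nM or 20 nM final depending on batch activity. Next, compounds were pinned at 76 uM and ATP added at 10 uM. After 30 min at 37 °C, ADP detection reagents ran 30 min at ambient temperature.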
# EPAC1 antagonist – antagonists of human EPAC1. O95398. EPAC1 GEF assay, Rap1b-BODIPY-GDP exchange fluorescence. Potency, µM (titrated, usually from 115 µM), for inactives: at the top dose activity change, negative = inhibition, hits mostly inhibitors. 0.14% of 360,000 active. AID 720709;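 note: potency is the fitted concentration of half-maximal effect; plate controls were vehicle for no effect and positive control for full effect; nearly all actives have a fitted effect of over 50% in size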
# PLK1 PBD block – PLK1 (human) polo-box domain binding inhibition; P53350; Plk1 PBD binding of FITC phosphopeptide, fluorescence polarization; Potency, µM, inactives show max response, negative = inhibition, usual class: inhibitors; 2.8% of 360,000 active; note: potency is the fitted concentration of half-maximal effect; series mostly up to about 57 µM; % is set by controls: 0 for no effect and ±100 for the full control effect; nearly all actives have a fitted effect of over 65% in size
# EPAC1 agonist – agonists of human EPAC1; O95398; EPAC1 agonist qHTS, biochemical assay; response scale: 100% = response to 6.5 mM cAMP; Potency, µM (highest dose often 154 µM), without a hit: at the highest dose activation, usual class: activators; 0.073% of 360,000 active; note: potency is the fitted concentration of half-maximal effect; nearly all actives have a fitted effect of over 60% in size
#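 Multi-concentration qHTS readout: loss of Rap1B-bound BODIPY-GDP fluorescence driven by 100 nM EPAC1 with excess GDP (50 uM), monitored kinetically at room temperature; agonist response expressed relative to 6.5 mM cAMP.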
# IL2 activator – activators of IL-2; 0.065% of 360,000 active; activation, % (series mostly up to about 46 µM); AID 652025; IL-2 activation reporter assay, cell-based qHTS; stimulated with anti-CD3/CD4/CD28 beads; in transgenic mouse T cells; in the data active = activation above about 50%; inconclusive = mostly about 30% to 49%; note: 0% is about no effect
#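 First, unstimulated transgenic mouse T cells were exposed to compound for 60 min. Next, anti-CD3/anti-CD4-coated beads with anti-CD28 were added. Finally, after 18 h at 37 degrees C, EGFP and DsRed were imaged.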
# EPAC2 ag – agonists of human EPAC2 (RAPGEF4); Q8WZA2; EPAC2 activation, biochemical qHTS; response scale: 100% = 6.5 mM cAMP response; Potency, µM (doses to about 154 µM), for the others: at the top dose activation, most hits filed as activators; 0.079% of 360,000 active; AID 720711; note: potency is the fitted concentration of half-maximal effect; nearly all actives have a fitted effect of over 50% in size
#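 Fluorescence exchange assay: 100 nM EPAC2 with 250 nM RAP1B-BODIPY-GDP and 50 uM GDP; compounds tested as a concentration-titration series (qHTS). Loss of Rap1-bound BODIPY-GDP fluorescence read at 480/540 nm; data normalized to 6.5 mM cAMP.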
# * hit, by the source's call; ? = inconclusive; · = no result given; [ ] = dose if it differs, or a comment. Unless noted, calls come from the whole dose curve; as a rule, active = well fitted curve in the direction sought with a large enough effect; inconclusive = small, poorly fitted or top-dose-only effect, or another doubt; inactive = no such curve, though single readings can be large; an effect the other way counts as inactive or inconclusive.
no.	SMILES	PLK1 PBD block	PI5P4Ka inh	EPAC2 ag	IL2 activator	EPAC1 agonist	CCT chaperon mod	EPAC1 antagonist	WRN inhibitor
1	Cc1ccc(N(C)S(=O)(=O)c2cccc(C(=O)Nc3ccc(C)cn3)c2)cc1	-5%	13	14%	-6.3	14%	-1.0	0%	-4%
2	NC(=O)CCNC(=O)c1ccc(Cl)cc1	-2%	0	10%	2.6	0%	-0.4	-2%	-5%
3	COc1ccc(Cl)cc1NC(=O)CN(C)C(=O)CN1C(=O)NC(C)(c2ccc3ccccc3c2)C1=O (stereo not drawn)	-10%	8	15%	0.8	0%	-0.2	2%	-7%
4	O=C(NN=C1CCCCCC1)c1cc2ccccc2cc1O	-9%	-7	6%	-1.5	22%	-1.9	23%	1%
5	O=C(O)c1ccc2ncsc2c1	?	?	-3%	1.2	6%	1.2	?	?
6	O=C(COc1ccc2c3c(c(=O)oc2c1)CCCC3)NCc1cccnc1	-1%	6	-7%	-1.1	-3%	0.1	4%	7%
7	CN(CCc1ccccn1)C(=O)CCC1CCCN(C(=O)c2ccccn2)C1 (stereo not drawn)	-2%	-2	-6%	-0.5	4%	1.1	5%	0%
8	CC1=Nn2c(nnc2C2CCCCC2)SC1	-10%	·	11%	-0.8	4%	-1.3	-3%	-5%
9	CC(C)n1nc(C(=O)OCC(=O)N2CC(=O)Nc3ccccc32)c2ccccc2c1=O	5%	-3	-5%	-3.0	2%	-0.2	-22%	-4%
10	Cc1nc(SCc2ccccc2C#N)n[nH]1	?	-6	10%	-0.9	5%	-5.5	-17%	-5%
11	C=CCc1ccc(OCCCCNC2CCCC2)c(OC)c1	2%	2	-4%	0.3	-1%	0.9	25%	2%
12	CC(=O)c1cccc(NC(=O)CSCc2ccc(Br)cc2)c1	-12%	8	17%	-3.5	0%	-0.9	-12%	5%
13	Cn1c(SCc2nc3ccccc3[nH]2)nnc1-c1ccccn1	-4%	2	-1%	0.0	1%	-0.1	-5%	4%
14	Cc1cccc(C)c1NC(=S)N1CCC(c2ccccc2)C1 (stereo not drawn)	-9%	0	11%	1.0	-2%	-0.7	-1%	-34%
15	O=C1C(=O)c2ccccc2C(O)=C1CC=C(Cl)Cl	-8%	-26	2%	2.6	-3%	0.3	-9%	?
16	CN(C)/C=C/C(=O)/C=C/c1ccc(Cl)cc1Cl	?	-29	-5%	-0.8	-15%	-0.6	-20%	-12%
17	O=C(O)c1cccc2c1C(=O)c1ccc(N3CCN(Cc4ccc5c(c4)OCO5)CC3)cc1S2(=O)=O	-14%	3	15%	-1.2	-10%	-1.6	-6%	-4%
18	Cc1cc(C)nc(NC(=O)CSc2nn(C)c(=S)s2)n1	-14%	-2	-1%	-0.4	-1%	3.3	11%	-9%
19	CSc1ncnc2c1ncn2CCCNCc1ccccc1	-2%	3	7%	-1.7	-11%	0.0	-4%	2%
20	COc1ccc2c(c1OC)C(=O)OC2	3%	5	2%	-1.1	7%	-0.6	-11%	1%
21	Oc1ccccc1CNc1ccc2c(c1)OCCO2	5%	-2	-4%	-0.1	0%	1.0	3%	3%
22	CC(C)CCC(CC(C)O)C(=O)NNC(=S)Nc1ccccc1 (stereo not drawn)	-4%	0	0%	-0.4	16%	1.6	-2%	-3%
23	O=S(=O)(Nc1cccc(-c2ccc(N3CCCCCC3)nn2)c1)c1ccccc1F	-2%	-26	2%	6.6	5%	-1.3	-17%	-5%[57.1 µM]
24	CCc1cccc(CC)c1NC(=O)c1cccc(S(=O)(=O)N2CCN(C)CC2)c1	2%	-6	8%	0.7	-9%	0.8	-5%	-26%
25	CN(CC(=O)Nc1ccc(Cl)cc1)C(=O)Cc1c(F)cccc1Cl	-6%	-2	4%	-2.2	13%	0.1	14%	3%
26	CCOC(=O)c1ccc(NC(=O)CSCc2ccco2)cc1	?	·	8%	-2.0	-15%	2.2	-17%	?
27	CNC[C@H]1Oc2ccc(NC(=O)Nc3ccc4c(c3)OCO4)cc2C(=O)N([C@H](C)CO)C[C@@H]1C	-9%	4	0%	-0.2	-17%	-0.9	10%	6%
28	O=[N+]([O-])c1cc(S(=O)(=O)NC2=NCCCCC2)ccc1Cl	1%	9	-3%	-0.5	4%	0.3	5%	6%
29	C=CCOc1ccc(C2NC(=O)c3ccccc3O2)cc1OCC (stereo not drawn)	-17%	5	-6%	1.5	10%	-3.6	-18%	-24%
30	CC(C)C(NC(=O)CSCc1ccc([N+](=O)[O-])cc1)C(C)C	-18%	4	8%	-0.7	-12%	0.8	-2%	-6%
31	CC1(C)CC(=O)C/C(=N/Nc2nc3ccccc3s2)C1	-19%	-14	2%	1.1	4%	0.0	4%	6%
32	CCc1nnc(NC(=O)CCn2cnc3ccccc3c2=O)s1	-9%	2	14%	-3.0	-5%	-31*	-8%	12%
33	COc1ccc(/C=N/N=C(\N)c2nonc2N)cc1OC	5%	14	7%	0.3	-9%	-0.7	0%	4%
34	O=C(CCCN1C(=O)/C(=C/c2ccccc2Cl)SC1=S)NNC(=O)c1cccnc1	-21%	4	1%	2.2	4%	-0.2	-9%	-25%
35	Cc1ccccc1C(=O)N1CCc2cc(-c3csc(NC(=O)CN4CCCC4)n3)ccc21	-7%	-19	0%	-4.7	17%	0.4	-11%	-7%
36	O=C(O)C1CCCN1S(=O)(=O)c1ccc(Cl)cc1 (stereo not drawn)	-10%	2	3%	-0.3	15%	-2.7	7%	-2%
37	CCOC(=O)c1c(C)c(C(=O)NC2CCCCCC2)c(C)n1C	-5%	·	1%	1.7	6%	1.6	-5%	-1%
38	Cc1cccc(CSC2=NN3CCCC(=O)N=C3S2)c1	-13%	-3	3%	-2.8	7%	-2.8	1%	-3%[11.6 µM]
39	COc1ccc(NC(=O)c2ccc3c(c2)CCN3S(=O)(=O)c2ccccc2)cc1	-1%	0	11%	-4.2	18%	-0.2	-26%	-11%
40	CCOc1cc(/C=N/NC(=O)c2nnn(-c3nonc3N)c2C)ccc1OCc1ccc(F)cc1	-17%	2	-10%	-3.2	4%	-2.2	-7%	1%
41	CCOc1ccc(C(=O)Nc2ccc(S(=O)(=O)Nc3cc(C)on3)cc2)cc1	-18%	-4	-1%	0.7	-4%	-25	-5%	-9%
42	COc1ccc(NS(=O)(=O)c2cccc(NC(=O)c3ccc(Cl)nc3)c2)cc1	-5%	0	9%	-6.7	9%	0.6	-11%	-24%[57.1 µM]
43	CCC(C)C(=O)Nn1c(C2CC2)nc2cc(OC)c(OC)cc2c1=O (stereo not drawn)	-1%	-5	19%	-0.7	2%	-1.1	14%	4%
44	COc1ccc(-n2c(C)cc(/C=N/Nc3nnc(C)n3N)c2C)cc1	-14%	-1	3%	0.4	10%	-1.4	-34%	-35%
45	Cc1c(NC(=O)COC(=O)C2(c3ccc(F)cc3)CCCC2)c(=O)n(-c2ccccc2)n1C	-16%	5	1%	-0.7	7%	-19	-12%	-1%
46	COc1ccc(C(NC(=O)C2CCN(CCCOc3ccccc3)CC2)c2cccs2)cc1 (stereo not drawn)	-10%	8	4%	-0.3	3%	-0.4	?	10%[57.1 µM]
47	Nc1nc(Nc2ccccc2F)nc(NCc2ccco2)c1[N+](=O)[O-]	-12%	-17	26%	0.9	12%	-5.0	-9%	-3%
48	CSc1nc(C)c(CCOCc2ccccc2)c(=O)[nH]1	-24%	3	-1%	2.4	1%	-2.0	-4%	5%
49	COCCn1nnnc1C(c1ccc(OC)c(OC)c1)N1CCN(c2nc3ccccc3s2)CC1 (stereo not drawn)	-6%	7	7%	-6.6	-13%	3.9	?	-25%
50	Cc1ccc(NC(=S)/C(=C(\[O-])c2ccc(F)cc2)[n+]2ccccc2)cc1	-21%	-28	-2%	-2.2	5%	2.5	-9%	-1%
51	CCOc1ccccc1N(CC(=O)NC(C)(C)C)C(=O)c1ccc(CN2CCOCC2)o1	-6%	·	5%	-0.9	8%	-1.4	0%	0%
52	Cc1cc(C)n2nc(C(=O)Nc3ccc4c(c3)OCO4)cc2n1	-6%	·	7%	3.0	0%	-0.9	-1%	-12%
53	CCCc1cc(C(=O)Nc2nnc(C)s2)cs1	-4%	·	2%	-2.1	-12%	-1.8	6%	2%
54	COc1ccc(C(=O)N=c2nc3ccccn3s2)cc1	?	-29	1%	-0.3	2%	0.7	8%	7%
55	CCOC(=O)CNC(=O)C1c2ccccc2Oc2ccccc21	-1%	3	-2%	2.3	-10%	2.7	2%	-10%
56	CCC1Oc2ccc(C)cc2N(CC(=O)NCCN2CCOCC2)C1=O (stereo not drawn)	-10%	0	6%	1.5	5%	-0.8	0%	3%
57	Cc1ccc(S(=O)(=O)N2CCC(C(=O)OCC(=O)N(C)C3CCS(=O)(=O)C3)CC2)cc1C (stereo not drawn)	-2%	-7	5%	24	1%	-1.2	8%	-1%
58	NS(=O)(=O)c1ccc(NC(=O)CN2C(=O)C3C4C=CC(C4)C3C2=O)cc1 (stereo not drawn)	-6%	4	-6%	-0.6	8%	-1.2	-1%	2%
59	CC(C)(C)C(=O)Nc1cc(NC(=O)C(C)(C)C)cc(C(=O)NNC(=O)c2ccncc2)c1	-7%	5	6%	0.3	7%	-3.4	9%	2%
60	O=C(O)CCNC(=O)OCC1c2ccccc2-c2ccccc21	-4%	0	6%	-4.4	8%	0.8	1%	2%

# More records:
no.	SMILES	PLK1 PBD block	PI5P4Ka inh	EPAC2 ag	IL2 activator	EPAC1 agonist	CCT chaperon mod	EPAC1 antagonist	WRN inhibitor
61	Cc1onc(-c2c(Cl)cccc2Cl)c1C(=O)Nc1nccs1	-16%	5	18%	0.0	6%	-1.2	5%	12%
62	O=C(Cc1cccs1)Nc1ccc(F)cc1	1%	1	2%	-0.4	8%	0.5	-20%	-1%
63	CCOc1ccc(-c2nnn(CCC#N)n2)cc1OC	19µM*	?	-1%	0.1	3%	-3.0	-4%	7%
64	CCOC(=O)C1C(=O)CC(C)(O)C(C(=O)OCC)C1c1ccc(Br)o1 (stereo not drawn)	-7%	-8	-2%	2.0	-3%	-0.5	?	-12%
65	CCN1CCN(c2ccc(NC(=O)c3ccc(Br)o3)cc2)CC1	3%	-13	6%	-1.1	-12%	0.1	-8%	3%

# Source: PubChem (National Center for Advancing Translational Sciences (NCATS))

# Only part of the results is shown (hit frequency here may not be typical).
